# M5 ag – agonists of human muscarinic M5 receptor (CHRM5); activation, % at 3 µM; CHO-K1 hM5 cells, Fluo-8 calcium fluorescence; 0% DMSO wells, 100% maximal acetylcholine response; P08912; 360,000 tested, 0.19% active;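 active = activation above the run's mean over test compounds plus 3 SD, cut at about 23% in these data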;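 note: signal is peak over basal fluorescence ratio across the kinetic read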
# CHO-K1 Ca PAM – M1 PAM counterscreen hit in parental CHO-K1 cells; ATP EC20, Fluo-8 calcium fluorescence; 0% at ATP EC20, 100% at ATP max; 360,000 tested, 0.02% active; activation, % at 3 µM;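 active = activation above the run cutoff, the mean activation of all test compounds plus 3 SD, cut at about 40% in these data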;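 note: peak over basal fluorescence ratio in a 140 s read after ATP addition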
# M4 PAM – CHRM4 positive allosteric modulation; AID 624126; CHO-K1 hM4/Gqi5, Fluo-8 calcium fluorescence, ACh EC20; 0% = ACh EC20, 100% = maximal ACh; activation, % at 3 µM; 360,000 tested, 0.4% active;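 active = activation above its plate's cutoff, the mean activation of sample wells plus 3 SD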; note: some results filed as inactive read as strong as hits
# Target sequence (P08173 whole entry, looked up): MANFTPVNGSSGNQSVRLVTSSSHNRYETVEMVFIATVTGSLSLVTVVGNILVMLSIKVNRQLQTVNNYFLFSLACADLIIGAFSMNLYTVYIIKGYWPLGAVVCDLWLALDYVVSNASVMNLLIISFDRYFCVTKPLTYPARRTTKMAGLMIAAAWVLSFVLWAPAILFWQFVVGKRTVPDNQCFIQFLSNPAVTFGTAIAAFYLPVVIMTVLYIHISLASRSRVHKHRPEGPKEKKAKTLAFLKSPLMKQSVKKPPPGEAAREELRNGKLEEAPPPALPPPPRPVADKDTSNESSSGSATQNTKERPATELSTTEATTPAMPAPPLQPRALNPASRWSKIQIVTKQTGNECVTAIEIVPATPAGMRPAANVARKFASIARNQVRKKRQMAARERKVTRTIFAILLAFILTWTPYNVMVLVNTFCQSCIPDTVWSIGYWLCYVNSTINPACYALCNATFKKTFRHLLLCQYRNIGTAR
# CHRM5 antagonist – antagonists of human muscarinic M5 receptor (CHRM5); P08912; CHO-hM5 cells, Fluo-8 calcium fluorescence, ACh EC80; inhibition, % at 3 µM; 360,000 tested, 0.59% active; AID 624040;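 active = inhibition above a per-plate cutoff, the mean of that plate's test compounds plus 3 SD, cut at about 27% in these data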;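 note: 0% = acetylcholine EC80 with DMSO and 100% = DMSO without agonist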
# CRFBP-R2 agonist – CRF-BP/CRF-R2 complex agonism. HEK293 CRF-R2/CRF-BP, calcium dye fluorescence (FLIPR); percent of saturating CRF peptide response. activation, % at 13.2 µM. 350,000 tested, 0.46% active. AID 588473;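 active = activation of at least 50%, plus an integration ratio under a set limit after plate pattern correction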;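 note: plate controls were neutral control wells without compound for no effect and CRF at EC100 for full effect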
# M5 PAM – CHRM5 positive allosteric modulation | P08912 | CHO-K1 hM5, Fluo-8 calcium, ACh EC20 PAM; 0% = ACh EC20, 100% = ACh EC100 | activation, % at 3 µM | 360,000 tested, 0.3% active;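 active = activation above the run cutoff, the mean activation of all test compounds plus 3 SD, cut at about 18% in these data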
#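 system = human M5 receptor in CHO-K1 cells | reagent = EC20 acetylcholine as agonist stimulus | compound dosing = single-point, 3 µM nominal | incubation = Fluo-8 loading 80 min at 37 °C plus 30 min room temperature | detection = Fluo-8 calcium dye fluorescence, kinetic read | benchmarks = low control EC20 acetylcholine (0%), high control EC100 acetylcholine (100%)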
# CRFR2-BP antag – antagonists of CRF-binding protein/CRF-R2 receptor complex | 350,000 tested, 0.59% active | inhibition, % at 11.8 µM | AID 588475 | HEK293 CRF-R2/CRF-BP, CRF-induced calcium fluorescence;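 active = inhibition of the ligand-induced calcium signal above about 50% at the single tested concentration, limit read from the data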
# TAAR1 agonist – agonists of human TAAR1 | Q96RJ0 | CHO RD-HGA16 TAAR1, Fluo-8 calcium fluorescence; vehicle wells 0%, saturating PEA agonist 100% | activation, % at 3 µM | 360,000 tested, 0.99% active | AID 624467;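 active = activation above the mean activation of all test compounds in the run plus 3 SD, cut at about 38% in these data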
# Target sequence (Q96RJ0 whole entry, looked up): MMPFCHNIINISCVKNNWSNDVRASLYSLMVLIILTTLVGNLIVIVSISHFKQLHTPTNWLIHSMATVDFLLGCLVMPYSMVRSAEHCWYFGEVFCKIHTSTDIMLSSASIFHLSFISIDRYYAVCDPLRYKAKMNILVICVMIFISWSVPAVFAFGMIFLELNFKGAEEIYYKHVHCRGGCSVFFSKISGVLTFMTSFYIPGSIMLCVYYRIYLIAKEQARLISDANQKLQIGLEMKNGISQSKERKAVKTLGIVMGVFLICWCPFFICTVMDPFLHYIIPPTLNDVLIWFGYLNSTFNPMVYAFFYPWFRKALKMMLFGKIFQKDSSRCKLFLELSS
#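 Assay system: CHO-derived RD-HGA16 cells with stable Gα16 and human TAAR1; timing: 17-24 h seeding, 75 min 37 °C dye, 30 min RT; read-out: % activation from peak over basal fluorescence ratio, DMSO-to-PEA scaled; measured by: kinetic Fluo-8 calcium fluorescence; benchmarks: low control DMSO, high control PEA (EC100); doses: 3 µM single concentration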
# TAAR1 antagonist – human TAAR1 antagonism | 360,000 tested, 1.5% active | inhibition, % at 3 µM | CHO RD-HGA16 TAAR1, Fluo-8 calcium fluorescence, antagonist;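 active = inhibition above a per-plate cutoff, the mean inhibition of test compounds on that plate plus 3 SD, cut at about 49% in these data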;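 note: 0% = DMSO plus EC80 beta-PEA response and 100% = DMSO alone without agonist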
#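 Material: RD-HGA16 CHO cells with stable hTAAR1 and Gα16; Dosing: single nominal final test compound concentration of 3 µM; Schedule: seeding 17-24 h prior, 75-min 37 °C, 30-min RT dye loading; Detection: kinetic Fluo-8 calcium fluorescence measurement; Measure: % inhibition from peak post-agonist over basal fluorescence ratio; Benchmarks: vehicle and agonist controls.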
# Numbers without * were called inactive; . = not tested or not shown.
# Every second line gives: M5 ag, CHO-K1 Ca PAM, M4 PAM, CHRM5 antagonist, CRFBP-R2 agonist, M5 PAM, CRFR2-BP antag, TAAR1 agonist, TAAR1 antagonist
O=C(NNS(=O)(=O)c1ccc(F)cc1F)c1csc(-c2cccnc2)n1
  2, 9, -8, 18, 0.4, -7, 0, 0, -2
COc1ccccc1NC(=O)NCCN1CCN(c2cccc(Cl)c2)CC1
  -7, 5, -15, 3, -6.1, -7, -10, 1, -6
CCOC(=O)Cc1csc(NS(=O)(=O)c2ccccc2)n1
  -2, 13, 2, 8, -0.4, 3, -2, 12, -2
CCc1cccc2c(C(=S)N3CCCC3)c[nH]c12
  -6, 5, -4, 8, -0.3, -3, -18, 5, 5
CC(C)CCOc1ccc(C(=O)O)cc1
  -1, 22, -3, 4, -0.7, -5, 6, 1, -14
CCN(CC(=O)Nc1c(F)cccc1F)C(=O)c1cccnc1SC
  -3, -5, 1, 1, -0.6, 0, -8, 0, -8
Cc1cc(C)nc(N2CCCC(C(=O)Nc3ccc4c(c3)OCO4)C2)n1 (stereo not given)
  -11, 18, -12, 1, -0.1, -1, -19, 38*, 67*
Cc1ccc(-c2cc(Cc3ccccc3)c(=O)[nH]n2)cc1
  2, 11, -3, -7, 0.8, -2, 15, 4, -37
CCn1cc(C(=O)N2CCc3ccccc32)c(=O)c2cc(S(=O)(=O)N3CCCC3)ccc21
  -5, 25, 4, 7, -1.2, 0, 19, 2, 14
Cc1ccc(-n2nc3c(c2NC(=O)C2CCCC2)CS(=O)(=O)C3)cc1
  -3, 9, 6, 16, -2.4, -2, 3, 5, -7
Cc1c(C(=O)N(Cc2ccc(F)cc2)C2CCS(=O)(=O)C2)oc2ccccc12 (stereo not given)
  -3, 19, 2, 7, 0.3, -1, -8, 2, -4
O=C(O)Cc1ccc(C(=O)c2ccc(Cl)cc2)s1
  0, 12, 1, -4, 0.4, 1, -2, 0, 2
CCCCNC1(C#N)CCN(Cc2ccccc2)CC1
  6, -14, -1, 4, 0.7, 3, 4, 1, -3
O=C1CC(c2ccccc2)C(=O)N2C(=O)CC(c3ccccc3)C(=O)N12 (stereo not given)
  1, 19, 6, 17, 1.4, -4, 10, 4, 3
COc1ccc(OCCC(=O)OCc2c(C)noc2C)cc1
  0, 14, 5, 7, 2.5, -1, -13, 8, -11
CCC1Oc2ccccc2N(CC(=O)NCCCN2CCCCC2CC)C1=O (stereo not given)
  -4, 16, -5, -2, 0.6, 3, 14, 1, -6
O=C(CCCc1nc(-c2ccccc2)no1)NC1CCCC1
  1, 17, -1, 7, -1.1, 0, 0, 3, -12
CN(C)c1ccnc(Oc2ccc(F)cc2)c1C#N
  -5, 5, 3, -1, 1.0, -7, 20, -4, 0
CN(C)CCNC(=O)C(=O)NCC(c1ccc2c(c1)OCO2)N1CCN(c2ccc(F)cc2)CC1 (stereo not given)
  -6, 1, 2, 6, 3.3, 0, -11, 6, 4
CN(C(=O)C(C)(C)C)c1ccc(OCC(=O)N2CCc3ccccc3C2)cc1
  11, -8, -14, 3, 0.6, -4, -2, 24, 11
COc1ccccc1CN1C2CCCC1CC(NC(=O)/C=C/c1ccccc1)C2 (stereo not given)
  -10, 20, -14, 9, -3.1, -2, 10, 3, 16
COC(=O)[C@]12CCCCC=C1N(Cc1ccc3c(c1)OCO3)C(=O)[C@H](CC(=O)NCCC(C)C)C2
  3, ., -9, 22, ., -15, ., 17, 45
O=C(O)c1ccccc1NC(c1ccccc1)c1ccc2cccnc2c1O (stereo not given)
  3, 9, 3, 4, 0.8, 11, 10, 0, -1
CC(C)Cc1ccc(S(=O)(=O)Nc2ccc3[nH]c(=O)[nH]c3c2)cc1
  -3, -8, 0, 14, 2.3, 0, -29, 11, -2
CCOc1ncccc1C(=O)Nc1ncc(C)s1
  -3, 16, 13, 0, -1.4, 3, -7, -1, 2
Cc1cc(-c2nnn(CCCOC(C)(C)C)c2C)ccc1-c1cn(CCCOC(C)(C)C)nn1
  1, 11, 6, 10, 4.0, -2, -7, 3, -12
COc1ccc(N(CC2CO2)S(=O)(=O)c2ccccc2)cc1 (stereo not given)
  0, 25, 6, -9, 0.7, 8, 1, 16, -1
CCOC(=O)c1ccc(NC(=O)Cn2cnc(S(=O)(=O)N3CCCC3)c2)cc1
  -4, 9, 2, -7, 0.1, 6, -14, ., .
O=S(=O)(N/N=C/c1ccc(OC2CSC2)cc1)c1ccccc1
  4, -8, 3, 4, -1.2, -6, -48, 24, 15
CCCCCCSc1ccc(-c2nc3cnccn3c2NC2CCCCC2)cc1
  1, 2, 7, -13, ., 9, ., 1, -16

# Part of the list above, reduced to CHO-K1 Ca PAM:
mol,CHO-K1 Ca PAM
Cc1ccc(-c2cc(Cc3ccccc3)c(=O)[nH]n2)cc1,11
CCn1cc(C(=O)N2CCc3ccccc32)c(=O)c2cc(S(=O)(=O)N3CCCC3)ccc21,25
Cc1ccc(-n2nc3c(c2NC(=O)C2CCCC2)CS(=O)(=O)C3)cc1,9

# New compounds follow
# Every second line gives: M5 ag, CHO-K1 Ca PAM, M4 PAM, CHRM5 antagonist, CRFBP-R2 agonist, M5 PAM, CRFR2-BP antag, TAAR1 agonist, TAAR1 antagonist
CCCOc1ccc(CC(CC(=O)O)(C(=O)O)C(=O)O)cc1
  0, 22, 5, -4, -2.8, 3, -17, 0, 9
Cc1ccc(OCc2cc(C(=O)N3CCN(C)C[C@@H]3c3ccccc3)no2)cc1C
  -1, 10, -2, 21, 2.0, -10, -7, 1, 24
Cc1ccccc1CN(C)C(=O)COC(=O)CSc1ccc([N+](=O)[O-])cc1
  -1, -10, 3, -3, 0.0, -2, 17, 8, -2
CCOc1ccc(C(=O)NC2CC3CCCC(C2)N3CC(C)C)cc1 (stereo not given)
  -11, -15, -6, 8, -0.5, -3, 3, 7, -9
CCOC(=O)C1CCN(CC(=O)NC(=O)NC2CCCCC2)CC1
  1, 7, 10, -2, -1.6, 6, 6, -1, -7
O=C(Cc1c(Cl)cccc1Cl)NCCc1ccc(Cl)cc1
  -5, -9, 2, 0, -2.8, -3, 34, 2, 2
Cc1ccc(CCN2C(=O)CCC2(C)C(=O)NCc2cccnc2)cc1 (stereo not given)
  -2, 5, 14, 8, 0.9, -1, -26, 14, 11
CCOc1ccccc1N=CC1=C(O)CC(c2ccccc2)CC1=O (stereo not given)
  -8, -10, -2, -4, -2.4, 2, 8, -3, -26
CC(=O)c1ccc(S(=O)(=O)N2CCNC(=O)C2)cc1
  3, 17, 4, -3, -0.2, -3, 4, 3, 0
Cc1cnc(CN2CCCC(C(=O)c3ccc4c5c(cccc35)CC4)C2)[nH]1 (stereo not given)
  -7, 10, 0, -7, -0.3, 1, -8, 2, -4
C=CCOc1ccc(C(=O)c2ccccc2)c(OCC(=O)NC2(C#N)CCCC2)c1
  -5, -6, -11, 7, 1.1, -2, 5, 9, 31
COc1ccccc1NC(=O)c1c(N=Cc2c(O)ccc3ccccc23)cnn1C
  0, -14, -7, 11, 3.8, -1, -8, 2, -11
O=C(C1=C(O)C(=O)N(Cc2cccnc2)C1c1ccccn1)c1cccs1 (stereo not given)
  -3, -13, 2, 4, 1.5, 0, -17, 2, -8
C[C@H]1CCC(=O)N([C@H](CSc2ccc(Br)cc2)Cc2ccccc2)CC1
  -1, 5, -1, 10, 0.7, 2, 10, 9, 32
Cc1ccc(-n2ncc3c(=O)n(CC(=O)N4CCN(C(=O)c5ccco5)CC4)cnc32)cc1
  -3, 1, 2, -9, -0.1, 14, -3, -5, -6
O=C(CSc1nnc(-c2ccccc2)o1)NC(=O)Cc1ccccc1
  2, 12, 4, -5, 1.1, -3, 7, 5, 3
COc1ccc2cc(CCN3C(=O)c4ccccc4C3=O)c(=O)[nH]c2c1
  2, 11, 5, 6, -0.2, -1, 19, 4, 9
Cc1ccc(NC(=O)/C=C/c2ccc([N+](=O)[O-])s2)cc1
  0, 6, 4, 8, 1.6, -6, -16, 1, -6
CCNc1cc2n(c(=O)n1)CCc1cc(OC)c(OC)cc1-2
  3, 21, 1, -6, 0.3, 3, -5, 5, -9
COc1ccc(CNC(=O)C2=CC(c3ccc(OC)cc3)=NS(=O)(=O)N2C)cc1
  1, 19, -6, 0, -3.1, -4, 12, 4, -7
COCCNC(=O)c1ccccc1-c1nc(-c2ccccc2Cl)no1
  -2, 9, -3, 2, -2.2, -1, 0, 8, 15
COc1cc2c(cc1OC)C(c1cccs1)N(C(=O)c1ccncc1)CC2 (stereo not given)
  -3, 9, -2, 10, 1.7, -5, 1, 9, 5
NC(=O)C(C(=O)/C=C/c1ccc(Cl)cc1)=C1SCCS1
  5, 17, -6, -5, 1.2, -4, 0, 0, -21
CCc1ccc(NC(=O)CCc2c(C)nn(-c3ccc(N4CCOCC4)nn3)c2C)cc1
  -3, -20, 2, -14, -1.2, -3, 2, 7, 4
CC(=O)N(C(C)=O)c1cccc2c(N(C(C)=O)C(C)=O)cccc12
  -2, 12, -4, 2, 1.3, -1, -8, -2, 6
Cn1c(N)c(S(=O)(=O)N2CCN(c3ccccc3)CC2)c(=O)n(C)c1=O
  -3, 2, -2, 12, -2.8, -4, 7, 0, 1
O=C(NNC(=O)c1ccc[nH]1)Nc1cccc(C(F)(F)F)c1
  -2, 17, 3, -2, -1.2, 5, 11, 7, -5
CCS(=O)(=O)N1CCN(CC(=O)NC2CCCCC2)CC1
  3, 2, -7, 10, -0.5, -14, 11, 1, -3
S=C1NCN(Cc2cccnc2)CN1Cc1ccccc1
  -3, -11, -7, 18, -0.2, -5, 15, 2, -31
Cc1ccc(-c2ccc(CN3C(C(C)C)C(=O)N(Cc4cn(CC5CCCCC5)nn4)CCS3(=O)=O)cc2)cc1 (stereo not given)
  1, 18, 3, -4, 5.1, 2, -14, 0, -16
COc1ccc(C2SCCN2S(=O)(=O)c2ccc(F)cc2)cc1OC (stereo not given)
  1, -7, 2, -4, -3.1, -5, 27, 5, 6
Cc1cccc(C)c1N1CCN(c2ccc3nnc(C(F)(F)F)n3n2)CC1
  -5, 26, 23, 9, 1.1, 3, -18, 15, -23
COc1ccccc1S(=O)(=O)Cc1ccc(C(=O)NCc2cccs2)o1
  -1, 11, 4, 8, 0.0, -4, 5, 8, 19
CC(C)CN(C(=O)CN1CCN(S(=O)(=O)c2ccccc2)CC1)c1c(N)n(CC(C)C)c(=O)[nH]c1=O
  -1, 17, 5, -6, 0.8, -2, 18, -1, -2
Cc1nn(-c2ccccc2)c(C)c1NC(=O)COc1ccc(Cl)cc1Cl
  1, -6, -11, 14, 0.9, -17, -48, 7, 24
Cc1ccc(NC(=O)Nc2ncnc3nc[nH]c23)cc1
  3, 18, 3, 6, -0.9, 1, -9, 2, -6
CN1CCN(P(=O)(c2ccccc2)c2nc3ccccc3s2)CC1 (stereo not given)
  -7, 21, 4, -4, -0.9, 6, 29, 2, -7
N#CC1=C2CCCCC2(O)NC1=O (stereo not given)
  0, 22, 0, 2, 1.7, -1, 13, 2, -8
O=C(NC1CCCCCCC1)c1ccc2c(c1)OCO2
  -12, 4, 7, -2, 0.0, -3, -1, 0, 0
